NPY-Y2 PAM-ag = potentiators or agonists of human neuropeptide Y receptor Y2; P49146; cells expressing NPY-Y2, potentiator/agonist read-out; activation, % at 3.6 µM; 0.45% of 220,000 active; AID 1359; in the data active means activation above about 27%;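 further: cells stimulated with NPY near EC25 plus isoproterenol at EC100; 0% = vehicle plus submaximal agonist and 100% = vehicle plus saturating agonist; some results beyond the cut were filed as inactive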
EP2 mod = modulates human prostaglandin E2 receptor EP2 signaling; P43116; EP2-expressing cells, cAMP HTRF FRET, PGE2 co-stimulation; 0.83% of 260,000 active; induction, % at 25 µM;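 active means compounds whose cAMP rise, as percent of the full-agonist control response, exceeds 60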;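 further: rat C6 glioma line stably carrying human EP2 under a CMV promoter; the protocol text gives 20 µM as final concentration; 100% = response of wells given 1 µM PGE2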
Target sequence (P43116 whole entry, looked up): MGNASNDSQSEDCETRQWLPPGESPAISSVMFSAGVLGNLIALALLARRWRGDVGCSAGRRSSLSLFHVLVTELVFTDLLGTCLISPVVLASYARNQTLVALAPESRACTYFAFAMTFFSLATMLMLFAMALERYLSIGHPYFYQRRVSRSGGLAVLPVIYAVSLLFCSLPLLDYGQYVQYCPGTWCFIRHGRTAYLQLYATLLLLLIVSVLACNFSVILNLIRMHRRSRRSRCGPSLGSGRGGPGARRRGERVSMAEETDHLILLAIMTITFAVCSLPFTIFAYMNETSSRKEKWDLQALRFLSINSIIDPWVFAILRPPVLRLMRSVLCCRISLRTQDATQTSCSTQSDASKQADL
S1P4 antag = antagonists of human S1P4 receptor; inhibition, % at 4.98 µM; 0.26% of 220,000 active; S1P4-expressing cells, antagonist mode, reporter read-out; O95977; AID 1510; in the data active means inhibition above about 29%;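 further: 0% = wells stimulated with agonist and 100% = vehicle wells without agonist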
Target sequence (O95977 whole entry, looked up): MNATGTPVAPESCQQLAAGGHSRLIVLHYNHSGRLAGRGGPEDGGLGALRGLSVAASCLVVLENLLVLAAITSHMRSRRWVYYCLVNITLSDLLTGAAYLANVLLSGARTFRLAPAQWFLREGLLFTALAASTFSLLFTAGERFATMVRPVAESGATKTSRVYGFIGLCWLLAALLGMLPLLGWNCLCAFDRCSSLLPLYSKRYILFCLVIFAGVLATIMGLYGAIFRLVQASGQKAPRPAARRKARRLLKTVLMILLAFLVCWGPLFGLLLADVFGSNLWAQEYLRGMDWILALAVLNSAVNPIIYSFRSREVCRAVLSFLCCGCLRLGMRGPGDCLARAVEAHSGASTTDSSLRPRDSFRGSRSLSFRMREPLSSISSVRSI
S1P4 ag = activates the human S1P4 receptor; activation, % at 4.98 µM; 0.35% of 220,000 active; AID 1509; O95977; S1P4-expressing cell line, agonist reporter assay; in the data active means activation above about 11%;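 further: 0% = DMSO vehicle and 100% = reference agonist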
p97 ATPase inh = human p97 ATPase inhibition. recombinant p97 ATPase, Kinase-Glo ATP luminescence, 3 h. inhibition, % at 8 µM. 0.42% of 220,000 active; in the data active means inhibition above about 15%;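 further: 0% = DMSO vehicle and 100% = wells lacking enzyme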
NPY1 pot ag = potentiates or activates human NPY-Y1 receptor | NPY-Y1 expressing cells, potentiator/agonist activation | activation, % at 3.6 µM | 0.37% of 220,000 active; in the data active means activation above about 33%, passing the limit was not always enough;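 further: cells stimulated with NPY at EC10 then isoproterenol at EC100; 0% = low agonist plus stimulus and 100% = saturating agonist plus stimulus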
NPY-Y1 antag = blocks the human neuropeptide Y Y1 receptor. 1% of 200,000 active. HEK293-CNG Y1 cells, membrane potential fluorescence; NPY at EC95, then isoproterenol. inhibition, % at 3.6 µM. P25929;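 active means inhibition above the campaign mean inhibition of all tested compounds plus 3 SD, cut at about 20% in these data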;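 further: 0% = DMSO wells given NPY plus isoproterenol and 100% = isoproterenol alone without NPY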
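Material: HEK293 Y1/CNG channel cell line; also added: NPY (25 nM), isoproterenol (1 µM), Ro 20-1724 (25 µM); doses: one concentration, 3.6 µM, in 0.4% DMSO; schedule: compound incubation 1 h at room temperature, readout 45 min post-stimulation; technique: membrane potential fluorescence; measure: fluorescence ratio normalized to % inhibition between controls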
EP2 antag = EP2 receptor (human) inhibition. P43116. C6 glioma cells expressing human EP2, cAMP TR-FRET; cells stimulated with saturating PGE2. inhibition, % at 25 µM. 0.52% of 260,000 active;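 active means percent inhibition above 40 after rounding to a whole number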;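 further: rat C6 glioma host cells with rolipram phosphodiesterase inhibitor present; the protocol text gives 20 µM as final concentration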
eIF4E-4G inh = blocks eIF4E binding to eIF4G; P63073+Q04637; TR-FRET eIF4E-eIF4GI(517-606) binding, 2 h; inhibition, % at 21.7 µM; 0.37% of 220,000 active; AID 782;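 active means inhibition above about 30%, limit read from the data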;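 further: 0% = full FRET control wells and 100% = background wells lacking eIF4GI fragment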
* marks the source's active call; other numbers are inactive results; . = not tested or not shown; & = joins results of further samples; [ ] = another dose, or the depositor's remark. This is a subset, so the mix of outcomes need not match the whole.

Values in the order – NPY-Y2 PAM-ag	EP2 mod	S1P4 antag	S1P4 ag	p97 ATPase inh	NPY1 pot ag	NPY-Y1 antag	EP2 antag	eIF4E-4G inh
- CCOC(=O)C(=O)Nc1ccc(OCc2ccccc2)cc1
  -11	32	-30	1.4	8	7	9	10	-3
- CCCCn1c(CN2CCN(c3ccc(F)cc3)CC2)nc2c1c(=O)n(C)c(=O)n2C
  -3	12	-9	6.8	9	-8	-1	7	-4
- CCN(C(=O)c1c(OC)cccc1OC)c1nnc(-c2cccnc2)s1
  6	34	-3	-1.8	5	3	-3	16	-3
- O=C(N/N=C\c1c(O)ccc2ccccc12)c1ccc(S(=O)(=O)N2CCCCC2)cc1
  3	-41	-3	0.9	1	-17	-3	5	13
- Cc1cc(NC(=O)c2cc(F)c(F)cc2Cl)no1
  7	22	-30	1.2	0	0	-1	2	16
- CCOC(=O)c1ccc2c(c1)nc(SCC(=O)c1cc3ccccc3o1)n2CC
  -2	-37	-15	1.0	4	-23	6	7	40*
- CCCc1nc(SCC(=O)Nc2nc3c(s2)CCCC3)c2ccccc2n1
  -6	59	-4	-0.5	-5	-10	14	.	-13
- COCCn1nnnc1CN(CCc1ccccc1)Cc1cc2cc(OC)ccc2[nH]c1=O
  -16	.	-27	1.3	-5	-28	11	11	.
- COc1cccc(C(=O)Nc2cc(-c3cn4cccnc4n3)ccc2C)c1
  -14	-8	-3	-1.6	4	-2	-7	5	2
- N#Cc1c(-c2ccccc2Cl)cc(-c2ccccc2)nc1Br
  -29	33	-1	1.3	9	-35	18	14	0
- O=S(=O)(c1ccc(-c2ccon2)s1)N1CCN(c2ccccn2)CC1
  14	-45	-1	1.5	-5	7	.	9	-4
- COc1cc2[nH]c3c(=O)n(CCN(C(C)C)C(C)C)cnc3c2cc1OC
  22	.	-6	-2.8	-2	31	-2	22	.
- COc1ccc(-c2nnnn2-c2ccc(F)cc2F)cc1
  -7	2	12	-0.4	-1	-1	8	5	-3
- O=C(Nc1cccnc1Oc1ccc(Cl)cc1)c1cccc2ccccc12
  -51	-3	-8	0.2	5	-35	.	14	4
- CCCCN1C(=O)CC(Sc2ncccc2C(=O)O)C1=O (configuration not stated)
  -4	17	-12	2.9	-4	-5	-2	5	-5
- N=C1C(c2nc3ccccc3c(=O)[nH]2)=C(O)CN1CCO
  -5	22&3	-6	0.1	2	13	0	16&13	14[fluorescence artefact?]
- Cc1c(C(=O)NCC2CCCO2)cccc1[N+](=O)[O-] (configuration not stated)
  -14	5	-4	0.5	2	-24	2	9	1
- Cc1ccc(CNC(=O)c2ccc[nH]2)cc1
  -10	-4	-10	0.8	0	-14	-3	4	0
- O=C(NCc1cccs1)C1CC1
  -8	31	-15	-0.1	3	1	-2	7	0
- COc1ccc([N+](=O)[O-])c(OC)c1C(=O)Nc1ccc(F)cc1F
  -1	0	-1	-0.1	4	7	.	8	2
- Cc1ccc(/C=C2/NC(=O)N(Cc3ccccc3F)C2=O)s1
  17	-20	12	0.3	7	2	-4	6	1
- Cc1cn(COC/C=C/c2ccccc2)c(=O)[nH]c1=O
  2	9	-10	0.1	3	6	2	3	2
- O=C(CCl)N=c1sccn1Cc1ccccc1Cl
  7	2	26	0.1	12	13	.	19	3
- Cc1ccc(NC(=O)c2ccc(NCC3CCCO3)c([N+](=O)[O-])c2)cc1Cl (configuration not stated)
  7	12	-5	0.7	7	-13	-5	11	-2
- Brc1ccc(OCc2ccccc2)c(CNCC2CCCO2)c1 (configuration not stated)
  9	6	3	2.0	-1	11	10	7	-6
- Cc1nn(-c2ccc(F)cc2)c(Cl)c1/C=C(\CC(=O)O)c1nc2ccccc2s1
  -38	-31	-35	-2.2	-2	-34	14	6	-2
- O=C(O)CC(CC(=O)Nc1ccc(Oc2ccccc2)cc1)c1ccccc1 (configuration not stated)
  8	17	13	-0.3	3	20	.	8	0
- CC(OC(=O)c1cn(-c2ccccc2)nc1-c1cccnc1)C(N)=O (configuration not stated)
  -8	-27	2	0.6	-1	10	8	3	3
- Cc1cc(N2CCN(c3ccccc3)CC2)nc(N2CCOCC2)n1
  -14	-11	-3	0.6	-7	-8	.	8	-3
- CCCSc1nnc(NC(=O)Nc2ccccc2)s1
  10	2	-13	2.6	1	-11	12	6	4

Structures listed above marked active in eIF4E-4G inh.
SMILES | NPY-Y2 PAM-ag | EP2 mod | S1P4 antag | S1P4 ag | p97 ATPase inh | NPY1 pot ag | eIF4E-4G inh
CCOC(=O)c1ccc2c(c1)nc(SCC(=O)c1cc3ccccc3o1)n2CC | -2 | -37 | -15 | 1.0 | 4 | -23 | 40*

Following part:
Values in the order – NPY-Y2 PAM-ag	EP2 mod	S1P4 antag	S1P4 ag	p97 ATPase inh	NPY1 pot ag	NPY-Y1 antag	EP2 antag	eIF4E-4G inh
- Cn1cnc(NCc2ccccc2)c1[N+](=O)[O-]
  -31	8	1	1.6	6	12	.	6	4
- CCOc1cc(C(=O)OCC(=O)Nc2ncc(Cl)c(C)c2Cl)ccc1OCC(=O)N1CCOCC1
  -1	20	-4	0.7	3	-13	-1	6	3
- CC(=O)c1ccc(NC(=O)COC(=O)c2c3c(nc4ccccc24)/C(=C\c2cccs2)CCC3)cc1
  -4	12	-14	-0.1	4	10	-7	1	-2[fluorescence artefact?]
- COc1ccc(C(=O)N2CCCN(C)CC2)cc1S(=O)(=O)N1CCCc2ccccc21
  -9	-19	-2	-0.2	3	-1	10	4	1
- CNS(=O)(=O)c1cccc(C(=O)NCC(c2cccs2)N(C)C)c1 (configuration not stated)
  -13	12	-16	-1.9	-2	10	2	1	3
- COc1ccc(OCC(=O)N/N=C/c2ccncc2)cc1
  -14	-3	-11	1.7	-4	-10	1	2	-2
- O=C1CNC(=O)/C1=C\c1ccc(O)cc1
  7	-2	-11	-0.5	-1	-4	0	14	0
- CC1(C)Cc2c(sc3nc(-c4cccs4)n(N)c(=O)c23)CO1
  -5	-67	-7	-0.7	-1	-6	1	17	-13
- C=CCNC(=O)COC(=O)c1ccc(Cl)c(S(N)(=O)=O)c1
  1	0	-18	0.3	4	5	-1	4	1
- COc1cc(/C=N/Nc2ccc([N+](=O)[O-])cc2S(=O)(=O)N2CCOCC2)cc(OC)c1OC
  0	9	-7	-0.6	9	12	-4	1	0
- S=C(NCCN1CCOCC1)Nc1cccc2ccccc12
  10	-14	-14	-0.5	0	-5	3	6	-7
- CCOc1ccccc1N1CCN(C(=O)Nc2cccc(Cl)c2)CC1
  9	-37	-7	1.0	4	1	3	7	-2
- CC(C)C(NS(=O)(=O)c1cccc2nsnc12)C(=O)N1CCn2c1nc1ccccc12 (configuration not stated)
  -8	10	-9	-3.6	-5	-6	-2	9	3
- COc1cccc(C2=CC(c3ccccc3)n3ncnc3N2)c1 (configuration not stated)
  2	-17	2	0.5	1	-17	6	6	2
- COc1ccc(C2NC(=O)c3ccccc3N2)cc1OC (configuration not stated)
  2	-22&30	-3	2.6	-4	-17	3	10	-3
- COc1ccc(Nc2nnc(SCC(=O)Nc3cc(C)on3)s2)cc1
  -10	17	-27	-4.5	-3	-23	3	18	-4
- Cc1ccc(C(=O)NC2CCN(CC(=O)NCc3cccs3)CC2)cc1
  3	-32&-16	-4	0.6	2	16	0	9&4	8
- CCOc1ccc(CCNC(=O)CCc2nc3ccccc3[nH]2)cc1OCC
  -5	19	9	0.7	-1	-11	0	4	-4
- O=C(c1cc(-c2ccco2)on1)N1CCCc2ccccc21
  2	16	-7	0.2	0	-19	11	3	-1
- COc1ccccc1Nc1ncnc2ccc(C)cc12
  -3	18	-11	0.4	0	-15	0	19	2
- Cc1cc(Cl)ccc1NC(=O)CCC(=O)O
  0	1	-13	0.4	13	-14	-3	3	0[fluorescence artefact?]
- Cc1c(C(=O)OCC(=O)N(C)C2CCS(=O)(=O)C2)oc2ccc(Br)cc12 (configuration not stated)
  0	-25	11	1.4	-11	-7	.	13	1
- COCCCn1c2nc3ccccc3nc2c2c(=O)n(-c3ccccc3OC)c(C)nc21
  -10	12	-11	7.9	-2	-2	2	.	0
- CCOc1ccc(S(=O)(=O)NCC2CCCO2)cc1 (configuration not stated)
  7	-2&11	-5	1.5	0	10	1	5&11	-2
- Cc1ccccc1NC(=O)COC(=O)/C=C/c1cccc(C(F)(F)F)c1
  4	5	-1	0.1	1	-15	5	12	-1
- COCCOC(=O)C1=C(C)NC(=O)NC1/C=C/c1ccccc1 (configuration not stated)
  -1	1	0	-2.4	4	-7	0	2	7
- COc1ccccc1S(=O)(=O)Cc1ccc(C(=O)NCCN2CCCCCC2)o1
  -5	-15	1	-0.9	4	6	2	3	2
- COc1cnc(-c2ccccn2)nc1Oc1ccccc1
  -7	12	-7	-0.5	5	17	-3	5	-1
- CC/C(O)=C1\C(=O)CC(c2ccccc2)CC1=NC(C)C (configuration not stated)
  -1	19	-11	0.6	0	18	1	8	19
- Cc1ccc(Nc2ccc(N)cc2S(=O)(=O)O)cc1
  -8	2	0	1.4	-4	0	.	15	6
- Cn1c(=O)n(Cc2ccc(F)cc2)c(=O)c2c1nc1n2CCN1Cc1ccco1
  8	-15	-9	0.6	-1	5	1	7	4
- CCOC(=O)c1nn(-c2ccc(OCC)cc2)c(C)c1C(C)=O
  7	20	-10	-0.1	2	7	0	7	13
- CCSC1=NCCN1C(=O)c1c(-c2ccccc2Cl)noc1C
  -3	21	-1	0.2	4	-10	2	9	-11

Among those listed so far, these have an aryl thioether with sulfur outside any ring.
Values in the order – NPY-Y2 PAM-ag	EP2 mod	S1P4 antag	S1P4 ag	p97 ATPase inh	NPY1 pot ag	NPY-Y1 antag	EP2 antag	eIF4E-4G inh
- CCOC(=O)c1ccc2c(c1)nc(SCC(=O)c1cc3ccccc3o1)n2CC
  -2	-37	-15	1.0	4	-23	6	7	40*
- CCCc1nc(SCC(=O)Nc2nc3c(s2)CCCC3)c2ccccc2n1
  -6	59	-4	-0.5	-5	-10	14	.	-13
- CCCCN1C(=O)CC(Sc2ncccc2C(=O)O)C1=O (configuration not stated)
  -4	17	-12	2.9	-4	-5	-2	5	-5
- CCCSc1nnc(NC(=O)Nc2ccccc2)s1
  10	2	-13	2.6	1	-11	12	6	4
- COc1ccc(Nc2nnc(SCC(=O)Nc3cc(C)on3)s2)cc1
  -10	17	-27	-4.5	-3	-23	3	18	-4

Just EP2 antag, for some of the entries so far:
compound | EP2 antag
COc1ccccc1S(=O)(=O)Cc1ccc(C(=O)NCCN2CCCCCC2)o1 | 3
COc1cnc(-c2ccccn2)nc1Oc1ccccc1 | 5
CC/C(O)=C1\C(=O)CC(c2ccccc2)CC1=NC(C)C (configuration not stated) | 8
Cc1ccc(Nc2ccc(N)cc2S(=O)(=O)O)cc1 | 15

Arranged by the number under S1P4 antag (lowest first): three of the compounds above
Compound | NPY-Y2 PAM-ag | EP2 mod | S1P4 antag | S1P4 ag | p97 ATPase inh | NPY1 pot ag | eIF4E-4G inh
O=C(c1cc(-c2ccco2)on1)N1CCCc2ccccc21 | 2 | 16 | -7 | 0.2 | 0 | -19 | -1
Cc1ccc(C(=O)NC2CCN(CC(=O)NCc3cccs3)CC2)cc1 | 3 | -32&-16 | -4 | 0.6 | 2 | 16 | 8
Cc1c(C(=O)OCC(=O)N(C)C2CCS(=O)(=O)C2)oc2ccc(Br)cc12 (configuration not stated) | 0 | -25 | 11 | 1.4 | -11 | -7 | 1

Compound activity (PubChem BioAssay)
